Bioassay records from PubChem.
Rin1 Abl inh: inhibitors of Rin1-Abl protein binding, primary screen, biochemical, TR-FRET. Tyrosine-protein kinase ABL1 (Homo sapiens) + Ras and Rab interactor 1 (Homo sapiens), …. inhibition, % at 7.35 µM. 360,000 tested, 0.4% active. AID 588664, 2011; in the data active means inhibition above about 5%, passing the limit was not always enough
MT1-MMP act inh: blockers of MT1-MMP proenzyme processing, primary screen, HT1080 RFP-PRO-GFP cells, GFP/RFP fluorescence. Matrix metalloproteinase-14 (Homo sapiens), P50281. 360,000 tested, 0.061% active. GFP/RFP ratio fluorescence, overnight; percent of plate control window, DMSO zero. GFP/RFP ratio change, % at 20 µM. AID 651647, 2012;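 active means GFP/RFP ratio change of at least 30% with cell ATP level not reduced by more than half and red fluorescence within 50% of control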; further: strong numbers were not always called active
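Assay system: RFP-PRO-GFP reporter HT1080 cells; read-out basis: GFP/RFP fluorescence ratio; benchmarks: DMSO wells and RFP-L50D-GFP cells; doses: 20 µM single dose, 1% DMSO; schedule: overnight cell settling, then overnight compound exposure, 37 °C, 5% CO2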
MsrA inhibitor: bovine MsrA enzyme inhibitors, primary screen, biochemical, absorbance, HTS. Methionine sulfoxide reductase A (Bos taurus). purified bovine MsrA, absorbance read-out. inhibition, % at 15.5 µM. 360,000 tested, 0.75% active; in the data active means inhibition above about 4.5%;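 further: 0% = vehicle wells with enzyme and 100% = reference inhibitor wells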
Neddyl block: inhibitors of cullin neddylation, primary screen, biochemical, TR-FRET, uHTS, NAE and Ubc12; calls only at 25 µM; 360,000 tested, 0.58% active; NEDD8-conjugating enzyme Ubc12 (Homo sapiens) + NEDD8-activating enzyme E1 regulatory …; in the data active means inhibition above about 36%
bovine MsrA act: bovine MsrA enzyme activators, primary screen, biochemical, absorbance, HTS; Methionine sulfoxide reductase A (Bos taurus); purified bovine MsrA, absorbance read-out; activation, % at 10.6 µM; 360,000 tested, 0.3% active; in the data active means activation above about 7.5%;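 further: 0% = vehicle and 100% = reference activator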
eLon inh: inhibitors of E. coli Lon protease, primary screen, biochemical, fluorescence polarization | inhibition, % at 7.94 µM | 360,000 tested, 0.42% active | P0A9M0 | AID 602123, 2011 | purified E. coli Lon protease; in the data active means inhibition above about 13%, passing the limit was not always enough;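 further: 0% = enzyme with probe and DMSO and 100% = no enzyme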
FAS TE block: FAS thioesterase domain inhibitors, primary screen, biochemical, fluorescence intensity, uHTS; Fatty acid synthase (Homo sapiens), P49327; recombinant FAS-TE, OMFH fluorogenic substrate, fluorescence endpoint; inhibition, % at 15 µM; 360,000 tested, 0.67% active;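 active means compounds whose normalised, plate-corrected inhibition of enzyme fluorescence in the single-dose primary screen is 50% or more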;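 further: 0% = DMSO with enzyme and 100% = substrate without enzyme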
NRP1-CendR mod: modulators of CendR peptide binding to NRP-1, primary screen, biochemical, fluorescence polarization, uHTS; Neuropilin-1 (Homo sapiens), O14786; FAM-RPARPAR peptide binding to NRP-1; inhibition, % at 25 µM; 360,000 tested, 0.85% active; AID 602438, 2012;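 active means inhibition or corrected inhibition above about 18%, plus a signal ratio from 0.5 to 1.5, limit read from the data, passing the limit was not always enough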; further: strong numbers were not always called active
SKN-1 block: suppressors of acrylamide-induced Pgst-4::GFP reporter in worms, primary screen, SKN-1 inhibitor project, whole organism, uHTS, GFP/RFP fluorescence ratio, strain VP596; C. elegans VP596 Pgst-4::GFP/RFP ratio, 24 h; 360,000 tested, 0.49% active; AID 624304, 2012; inhibition, % at 21.8 µM;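 active means interference check ratio from 0.5 to 1.5 plus GFP to RFP signal ratio inhibition reaching or exceeding a fixed threshold, cut at about 30% in these data, passing the limit was not always enough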; further: some compounds called inactive have numbers as strong as hits
An asterisk follows results filed as active; i = inactive; . = no result given; + = active, no number.

SMILES	Rin1 Abl inh	MT1-MMP act inh	MsrA inhibitor	Neddyl block	bovine MsrA act	eLon inh	FAS TE block	NRP1-CendR mod	SKN-1 block
NC(=O)c1ccc(NC(=O)c2cccc(Oc3ccccc3)c2)cc1	4	6	1.1	i	-7	-4	-8	-5	-7
CNC(=O)/C(C#N)=C/c1cn(CC(=O)OC)c2ccccc12	-4	7	1.6	i	-6	-5	-5	1	-18
COC(=O)C(C)(C)ONC(=O)Nc1ccc([N+](=O)[O-])cc1	0	0	2.0	i	-4	3	-4	7	-7
O=c1c([N+](=O)[O-])c(NCCN2CCCCCC2)c2ccccc2n1-c1ccccc1	1	-3	0.2	i	0	6	-2	6	13
COc1cc(/C=N/NC(=O)c2ccncc2)ccc1OC(=O)c1ccco1	-3	0	2.7	i	-2	-8	-3	-16	16
Cc1ccccc1CN1C(=O)CSCC1(C)C(=O)Nc1c(C)cccc1C (centres undefined)	.	7	0.1	i	.	.	.	-3	5
O=C(CSc1ccc(-c2cccc([N+](=O)[O-])c2)nn1)N1CCCCCC1	-3	2	0.5	i	-2	-2	36	8	6
O=C(NCc1cccs1)c1cccnc1SCCS(=O)(=O)c1ccc(C(F)(F)F)cn1	-1	-1	-0.7	i	-3	3	13	6	4
CCOc1ccc(C(=O)N2CCN(S(=O)(=O)c3cccs3)CC2)c(OCC)c1	-2	-4	-0.5	i	-2	0	0	-14	-22
CC(/C=C/C1(O)C(C)CC(=O)CC1(C)C)OC1OC(CO)C(O)C(O)C1O (centres undefined)	3	3	1.9	i	-2	4	-6	3	14
COC(=O)C1CCN(C(=O)C2CCC(=O)N(CCc3cccc(F)c3)C2)CC1 (centres undefined)	8	-1	1.1	i	-1	-3	-3	8	2
CNC(=O)CSc1nc2c(c(=O)n(C)c(=O)n2C)n1Cc1ccc(C)cc1	-4	3	-0.2	i	-1	-2	-2	11	5
Cc1ccc(-c2noc(-c3ccccc3C(=O)NCC3CCCO3)n2)cc1 (centres undefined)	-2	3	-0.2	i	0	-4	-1	28*	-4
O=C(N/N=C\c1cccnc1)c1cc(-c2ccccc2)nc2c(Cl)cccc12	-1	-5	0.3	i	-2	1	16	1	4
Cn1nnc2cc(NC(=O)N3CCN(c4ccccn4)CC3)ccc21	-5	2	-0.5	i	-1	4	-4	-26	11
Cc1cccc2sc(N(CCN(C)C)C(=O)/C=C/c3cccs3)nc12	-7	-7	0.5	i	1	6	9	9	9
Cc1nnc(SCC(=O)Nc2nccs2)[nH]c1=O	-1	2	-0.1	i	-3	10	-3	16	-10
CC(Oc1ccccc1)C(=O)N=C1SC2CS(=O)(=O)CC2N1c1cccc(F)c1 (centres undefined)	3	-1	-0.3	i	-3	-3	0	3	10
O=C(OCc1nnc(-c2ccccc2)o1)c1cccnc1Cl	1	3	-2.0	i	-3	-1	1	13	6
CCN(c1ccccc1)S(=O)(=O)c1ccc(N2CCN(c3ccccc3O)CC2)nc1	-1	2	2.1	i	1	10	32	8	0
O=C(NCc1ccco1)/C(=C/c1ccco1)NC(=O)c1ccccc1	1	0	1.1	i	-3	-1	-4	-5	10
NC(=O)C1CCN(C(=O)CN2CCCc3ccccc32)CC1	0	-7	-0.2	i	-10	-3	-7	0	-12
CCC(Oc1ccccc1)C(=O)Nc1ccc(S(=O)(=O)N2CCOCC2)cc1 (centres undefined)	2	7	1.3	i	0	-6	4	3	-2
Cc1ccccc1NC(=O)/C(C#N)=C/c1ccc[nH]1	-1	-7	3.4	i	0	-6	-2	6	21
Cc1nn(CCO)c(C)c1Oc1ccccc1O	1	14	-0.4	i	0	-6	-7	6	2
COc1ccc(NC(=O)NNC(=O)c2ccc3ccccc3c2O)cc1OC	-2	0	0.4	+	-4	-6	-4	-11	4
N#CC1=C2C=Cc3ccccc3N2CCCC1=O	-3	-5	2.7	i	-8	-7	-7	-12	11
Cc1ccccc1CN1CCN(S(C)(=O)=O)CC1	-3	4	-0.5	i	-7	-3	-7	-5	-6
Cc1c(Cl)cccc1NC(=O)CNC(=O)C1CCN(C(=O)Nc2ccccc2)CC1	-3	6	-0.8	i	-2	-1	-6	-7	15
O=C(Cn1ccc([N+](=O)[O-])n1)NCc1cccs1	4	1	0.7	i	-6	-1	-5	4	-3
Cn1c(N)c(C(=O)COC(=O)CNC(=O)c2ccccc2)c(=O)n(C)c1=O	0	-3	-0.5	i	-1	-10	-5	-6	11
CCOC(=O)c1cc(-c2ccccc2)n(CC(=O)Nc2ccc(OC)c(OC)c2)c1C	0	0	0.7	i	-3	-4	0	-2	2
CC1=CC(C)(C)Nc2ccc(OC(=O)c3ccco3)cc21	3	-175	0.6	i	-4	2	8	6	13
Cc1ccc(-c2cc(C(=O)NCCc3ccc(S(N)(=O)=O)cc3)c3ccccc3n2)cc1	1	0	1.5	i	-9	-12	-5	3	-1
CCOc1ccc(NC(=S)NC(=O)/C=C/c2ccco2)cc1	-2	-2	0.8	i	-5	-11	7	-7	17
Cc1c(C(=O)NCc2ccc3c(c2)OCCO3)sc(=O)n1Cc1cccc(C(F)(F)F)c1	-4	5	-0.7	i	-1	3	20	-10	9
CCOC(=O)N1CCN(C(=O)c2cccc(S(=O)(=O)Nc3ccccc3Cl)c2)CC1	-2	4	-0.4	i	-3	-8	-6	-12	-1
CCN(Cc1ccccc1)C(=O)CSc1ccccc1C(=O)O	1	-7	-0.8	i	-1	-13	-3	5	-10
O=c1cc(-c2ccc(Cl)c(Cl)c2)[nH][nH]1	-2	-5	0.5	i	-5	7	-3	9	-16
O=C(Nc1nnc(SCc2ccccc2F)s1)c1ccco1	-1	0	2.8	i	-3	-7	0	-6	-5

Exported as a markdown table: part of the list above.
| SMILES | Rin1 Abl inh | MT1-MMP act inh | MsrA inhibitor | Neddyl block | bovine MsrA act | eLon inh | FAS TE block | NRP1-CendR mod | SKN-1 block |
| --- | --- | --- | --- | --- | --- | --- | --- | --- | --- |
| CCOc1ccc(NC(=S)NC(=O)/C=C/c2ccco2)cc1 | -2 | -2 | 0.8 | i | -5 | -11 | 7 | -7 | 17 |
| Cc1c(C(=O)NCc2ccc3c(c2)OCCO3)sc(=O)n1Cc1cccc(C(F)(F)F)c1 | -4 | 5 | -0.7 | i | -1 | 3 | 20 | -10 | 9 |
| CCOC(=O)N1CCN(C(=O)c2cccc(S(=O)(=O)Nc3ccccc3Cl)c2)CC1 | -2 | 4 | -0.4 | i | -3 | -8 | -6 | -12 | -1 |
| CCN(Cc1ccccc1)C(=O)CSc1ccccc1C(=O)O | 1 | -7 | -0.8 | i | -1 | -13 | -3 | 5 | -10 |

(list continues)
SMILES	Rin1 Abl inh	MT1-MMP act inh	MsrA inhibitor	Neddyl block	bovine MsrA act	eLon inh	FAS TE block	NRP1-CendR mod	SKN-1 block
CCOC(=O)[C@]12CCCC=C1N(Cc1ccc(Cl)cc1Cl)C(=O)[C@H](CC(=O)NCc1cccc(C(F)(F)F)c1)C2	.	-5	0.4	i	-2	16	12	12	-2
CN(Cc1ccco1)C(=O)Cn1nc(-c2ccc(Cl)cc2)ccc1=O	-2	-5	0.1	i	-13	-2	3	-3	-6
CCC(CC)NC(=O)CON=C1c2ccccc2-c2ccccc21	-1	-11	0.5	i	-2	-8	0	-11	11
Cc1cc(NC(=O)Nc2ccccc2Cl)no1	-3	-4	1.2	i	-3	-4	-3	-3	3
CCN1CCN(S(=O)(=O)c2ccc(C)c([N+](=O)[O-])c2)CC1	-6	0	0.2	i	-1	-3	-11	5	-1
O=C(Oc1cccc2c(O)cccc12)c1ccccc1Cl	2	-5	1.4	i	-3	-5	12	-6	18
CN(C)/C=C1\SC(=S)N(c2ccc(F)cc2)C1=O	-4	5	1.3	i	-10	-5	-2	-5	17
CCOc1ccc(NC(=O)CN(C)C(=O)c2c(C)nn(-c3ccccc3)c2Cl)cc1OCC	2	-2	-0.1	i	-2	0	-5	-5	0
COc1ccccc1C(=O)NCC(=O)OCC(=O)N(CC(C)C)c1c(N)n(Cc2ccccc2)c(=O)[nH]c1=O	2	0	0.1	i	-11	9	-5	6	3
Cc1ccccc1C(=O)NC1CCN(CC(=O)NCc2cccs2)CC1	-2	2	-0.3	i	-2	-1	-1	-7	-7
CC(/C=N/NC(=O)c1ccc2nc(C)[nH]c2c1)=C\c1ccccc1	3	2	1.5	i	-3	-5	-11	1	-3
CSCC[C@H](NC(=O)c1ccc(Cl)c([N+](=O)[O-])c1)c1nc2ccccc2[nH]1	-3	0	0.0	i	-3	-6	59*	-1	0
COC(=O)c1ccc(NS(=O)(=O)c2cc(C)ccc2OC)cc1	3	-4	-0.5	i	2	-1	-4	15	0
Cc1ccc(-c2noc(CCC(=O)NC3CCCC3)n2)cc1	1	2	-1.1	i	-3	-8	-3	13	-18
C=CCSc1cc(C)nc2c(-c3ccccc3)c(C)nn12	0	2	0.2	i	-5	-10	19	12	12
O=C(N/N=C\c1ccc(CNS(=O)(=O)c2ccccc2)o1)C(=O)Nc1ccc(F)cc1	-2	9	2.8	i	-2	-6	-2	-13	-9
O=C(NCCOc1ccccc1)C1CCC(=O)N(CCc2ccccn2)C1 (centres undefined)	1	-4	-0.7	i	-1	-1	-6	10	-5
COc1cc(OC)c(S(=O)(=O)Nc2ccccc2N2CCOCC2)cc1NC(C)=O	1	-1	-0.4	i	-9	-6	-6	6	2
Cc1cc(OCC(O)CN2CCN(c3ccccn3)CC2)cc(C)c1Cl (centres undefined)	1	-1	-1.1	i	-8	9	6	8	-9
CCOC(=O)C1CCN(c2nc3ccccc3nc2C(C#N)C(=O)OC(C)C)CC1 (centres undefined)	0	-42	0.6	.	-4	-11	9	41	-19
COc1cc(OC)cc(-c2c(-c3cccs3)c3cc(-c4ccc(C(N)=O)cc4)ccc3n2C)c1	-1	-6	-1.1	i	-2	-3	-4	-4	-9
COC(=O)c1[nH]c2c(c1C)C(=O)CC(c1ccc(C)cc1)C2 (centres undefined)	-4	1	-1.1	i	-4	-6	0	11	-4
COc1ccc(-c2cc(-c3n[nH]c(=S)n3-c3ccccc3Cl)[nH]n2)cc1	4	3	-1.2	i	-10	1	-7	-2	0
COc1cc(C2CC(c3ccccc3)=NN2c2ccccc2)ccc1OCC(=O)O (centres undefined)	-2	0	2.4	.	-4	-10	-6	-4	15
CC(C)n1cc(CN2CCCC(C(=O)Nc3cccc(-c4cc5ccccc5[nH]4)c3)C2)cn1 (centres undefined)	-2	2	-0.5	i	-5	4	5	11	-5
CC1(c2ccccc2Cl)NC(=O)N(CC(=O)N2CCc3ccccc32)C1=O (centres undefined)	3	4	0.8	i	-4	5	1	0	23
c1csc(C2Nc3cccc4cccc(c34)N2)c1	5	11	1.4	i	-1	-4	8	21	1
COc1ccc(S(=O)(=O)N2CCC(C(=O)NCCCN3CCOCC3)CC2)cc1	1	-1	0.1	i	-1	9	-6	-2	34
COc1cc2c(cc1OC)CN(CC(=O)Nc1ccccc1C(=O)NC1CC1)CC2	-3	-1	1.0	i	-3	3	-6	2	-4
CCOC(=O)c1ccc(NC(=O)CC2Sc3ncnn3C2=O)cc1 (centres undefined)	-1	4	-1.4	i	-1	-7	-8	0	-3
Cc1cc(C)nc(-n2nc(C)c3c(C(=O)O)cc(-c4cccc(Br)c4)nc32)n1	2	-1	1.9	+	-7	2	-4	15	-17
Cc1cc2oc(=O)c(CC(=O)NCCCO)c(C)c2c2occ(C(C)(C)C)c12	0	3	0.9	.	-6	-3	-2	15	6
